POLH inh – inhibitors of human DNA polymerase eta. hit rate 1.2% among 390,000. recombinant Pol eta, fluorescent DNA replication assay. Potency, µM (titrated, usually from 114 µM), for inactives: top-dose activity change, negative = inhibition, actives largely listed as inhibitors. Q9Y253; also: % is scaled to controls: 0 for no effect and ±100 for the full control effect
Target sequence (Q9Y253 whole entry, looked up): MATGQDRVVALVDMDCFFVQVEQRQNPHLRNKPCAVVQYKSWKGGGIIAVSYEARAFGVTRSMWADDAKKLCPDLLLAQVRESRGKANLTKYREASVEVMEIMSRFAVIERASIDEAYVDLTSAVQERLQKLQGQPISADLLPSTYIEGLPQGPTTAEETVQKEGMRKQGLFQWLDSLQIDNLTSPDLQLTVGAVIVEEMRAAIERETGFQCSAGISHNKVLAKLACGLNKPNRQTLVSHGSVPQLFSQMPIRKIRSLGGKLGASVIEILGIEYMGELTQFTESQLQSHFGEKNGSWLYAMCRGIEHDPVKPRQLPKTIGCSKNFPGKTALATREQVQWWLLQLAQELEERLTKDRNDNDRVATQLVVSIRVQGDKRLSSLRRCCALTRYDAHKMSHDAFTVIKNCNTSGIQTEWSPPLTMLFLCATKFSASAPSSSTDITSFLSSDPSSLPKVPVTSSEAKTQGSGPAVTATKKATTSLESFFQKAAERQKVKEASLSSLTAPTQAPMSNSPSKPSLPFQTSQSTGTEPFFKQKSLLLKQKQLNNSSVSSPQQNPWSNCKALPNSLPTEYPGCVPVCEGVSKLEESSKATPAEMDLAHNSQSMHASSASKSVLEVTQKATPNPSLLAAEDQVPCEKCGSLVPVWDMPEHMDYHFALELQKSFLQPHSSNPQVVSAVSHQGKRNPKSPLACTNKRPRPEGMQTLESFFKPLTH
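Fluorescent replication assay: 50 nM final substrate added after a 15 min room-temperature compound preincubation with 10 nM enzyme. Signal taken at 0 min and again at 10 min.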
JMJD2A Tudor – inhibitors of human JMJD2A Tudor domain | hit rate 4.4% among 390,000 | Potency, µM (titrated, usually from 114 µM), inactives show at the top dose activity change, negative = inhibition, usual class: inhibitors | AlphaScreen JMJD2A-Tudor / H3K4me3 peptide binding | AID 504339; also: % is scaled to controls: 0 for no effect and ±100 for the full control effect; nearly all actives have a fitted effect of over 50% in size
APEX1 inh – blocks human APE1 abasic DNA cleavage; P27695; recombinant APE1, TAMRA/BHQ-2 abasic DNA cleavage fluorescence; Potency, µM (doses to about 65.8 µM), inactives show at the highest dose activity change, negative = inhibition, usual class: inhibitors; hit rate 0.35% among 350,000; AID 2517;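 also: plate controls were vehicle for no effect and reference inhibitor for full effect; nearly all actives have a fitted effect of over 55% in size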
Target sequence (P27695 whole entry, looked up): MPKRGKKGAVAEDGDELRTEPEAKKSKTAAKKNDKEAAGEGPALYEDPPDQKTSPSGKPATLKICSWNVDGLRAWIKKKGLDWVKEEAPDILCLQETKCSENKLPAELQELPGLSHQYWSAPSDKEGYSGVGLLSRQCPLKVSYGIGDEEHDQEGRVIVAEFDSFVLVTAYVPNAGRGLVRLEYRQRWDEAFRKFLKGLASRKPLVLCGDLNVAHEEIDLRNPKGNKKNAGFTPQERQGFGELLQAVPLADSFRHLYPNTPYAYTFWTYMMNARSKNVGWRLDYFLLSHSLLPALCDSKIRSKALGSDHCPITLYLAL
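Endonuclease cleavage of a quenched abasic-site DNA duplex (50 nM) by APE1 (0.75 nM) was tracked by TAMRA dequenching. Compounds were preincubated with enzyme 15 min at room temperature; data normalized to buffer-only and DMSO wells plus NSC13755 control.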
POLK inh – inhibitors of human DNA polymerase kappa; hit rate 0.53% among 400,000; Potency, µM (top dose mostly 107 µM), without a hit: at the top dose activity, negative = inhibition, usual class: inhibitors; AID 588579; Q9UBT6; purified Pol kappa, fluorescent DNA synthesis assay, 10 min; also: % is scaled to controls: 0 for no effect and ±100 for the full control effect
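Kinetic fluorescence readout at 0 and 10 min followed reaction start with substrate at 50 nM final. Beforehand, enzyme (10 nM Pol kappa) stood 15 min with compound at room temperature; buffer-only wells were negative controls.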
BLM inh – blocks DNA unwinding by human BLM helicase | P54132 | hit rate 0.2% among 350,000 | recombinant BLM DNA unwinding, fluorescence dequenching | AID 2528 | Potency, µM (top dose mostly 56.1 µM), for inactives: top-dose activity change, negative = inhibition, most hits filed as inhibitors;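 also: plate controls were vehicle for no effect and no enzyme for full effect; nearly all actives have a fitted effect of over 35% in size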
Pol iota inh – blocks human DNA polymerase iota activity | Q9UNA4 | Pol iota fluorescent replication assay, 10 min | Potency, µM (titrated, usually from 115 µM), without a hit: top-dose activity, negative = inhibition, usual class: inhibitors | hit rate 1% among 390,000
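Pol iota at 10 nM preincubated 15 min with compounds at room temperature; reaction started with fluorescent substrate, 50 nM final. Fluorescence read kinetically at 0 and 10 min; buffer-only wells as negative control.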
POLB inh – inhibitors of human DNA polymerase beta; Pol beta primer extension/strand displacement, fluorescence kinetic; Potency, µM (titrated, usually from 114 µM), for inactives: at the top dose activity change, negative = inhibition, hits mostly inhibitors; hit rate 1.3% among 340,000; also: % is scaled to controls: 0 for no effect and ±100 for the full control effect
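Human Pol beta at 10 nM; strand-displacement substrate 50 nM final. Compound exposure 15 min at room temperature before start, reaction 10 min at room temperature.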
BAZ2B block – blocks human BAZ2B; Q9UIF8; AlphaScreen BAZ2B-H3K14Ac peptide displacement; Potency, µM (doses to about 114 µM), inactives show at the highest dose activity change, negative = inhibition, actives largely listed as inhibitors; hit rate 4.4% among 360,000; also: % is scaled to controls: 0 for no effect and ±100 for the full control effect; nearly all actives have a fitted effect of over 60% in size
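Complex of BAZ2B and biotin-H3K14Ac (50 nM apiece) forms over 30 min at RT, then faces library compounds up to 110 uM for another 30 min; AlphaScreen beads added, 20 min dark incubation, luminescence read.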
G9a inh – blocks human histone lysine methyltransferase G9a | Q96KQ7 | G9a H3K9 monomethylation, AlphaScreen, 2 h | Potency, µM (series often up to 102 µM), for the others: at the highest dose activity, negative = inhibition, hits mostly inhibitors | hit rate 8.8% among 350,000; also: % is scaled to controls: 0 for no effect and ±100 for the full control effect; nearly all actives have a fitted effect of over 75% in size
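Methyltransferase reactions run at room temperature for 2 h (20 nM enzyme, 500 nM biotin-H3K9 peptide, 20 uM SAM) after a 15 min compound preincubation; product detected by AlphaScreen beads and anti-H3K9me1 antibody.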
Starred values were filed as active, the others as inactive; ? = inconclusive; nt = no result given; [ ] = remark or other dose. Calls follow the shape of the dose curve; as a rule, active = well fitted curve in the direction sought with a large enough effect; inconclusive = small, poorly fitted or top-dose-only effect, or another doubt; inactive = no such curve, though single readings can be large; an effect the other way counts as inactive or inconclusive. Potency is read from the fitted curve at half-maximal effect. This is a subset; rates above refer to the full screens.

Every second line gives: POLH inh	JMJD2A Tudor	APEX1 inh	POLK inh	BLM inh	Pol iota inh	POLB inh	BAZ2B block	G9a inh
> CN(CCCNC(=O)Cn1cc2c(n1)CCCC2)C1CCCCC1
    -1%	-6%	4%	-15%	0%	27%	1%	-5%	11%
> O=C(NCCc1ccccc1)c1ccc(-c2ccccc2C(F)(F)F)o1
    -10%	25%	-7%	2%	-7%	?	-19%	-4%	50µM*
> O=C(CCCN1C(=O)S/C(=C/c2ccccc2)C1=S)Nc1ccc(C(=O)O)cc1
    8%	-33%	26%	4%	-1%	?	27%	0%	-6%
> Cc1ccc(Cl)cc1N1CCN(C(=O)Cn2cnc3sc(C)c(S(=O)(=O)N4CCC(C)CC4)c3c2=O)CC1
    -14%	-2%	nt	-9%	-9%	18%	-17%	3%	-3%[59 µM]
> O=C(O)c1cc2c(cc1NC(=O)c1c(F)cccc1F)OCCCO2
    -7%	-13%	-5%	0%	1%	88%[activator]	70%	-13%	?
> CCOc1ccccc1NC(=O)CCC(=O)O
    -7%	-2%	-3%	-5%	0%	-3%	19%	5%	14%
> Cc1c(CCO)c(=O)n(-c2ccccc2)n1S(=O)(=O)c1c(Cl)cc(Cl)cc1Cl
    -5%	-22%	?	-7%	-6%	9%	17%	?	-25%[0.0925 µM]
> COc1ccc(C2CC(=O)c3cnn(-c4nc(C)cc(C)n4)c3C2)cc1 (stereo not given)
    -3%	-25%	?	-12%	4%	-2%	6%	-19%	9%[59 µM]
> Cc1cc(/C=N/n2cnnc2)c(C)n1-c1cccc(Cl)c1
    -4%	-30%	?	-12%	0%	13%	11%	?	6%[12.7 µM]
> CC1(C)CC(=O)CC(=NCC(=O)O)C1
    4%	-10%	0%	-5%	-1%	?	-2%	?	?
> COc1ccc(CN2CCN(C(=O)CCC(=O)Nc3nnc(CC(C)C)s3)CC2)cc1F
    -3%	-5%	-7%	10%	-5%	23%	-17%	-19%[57.1 µM]	63%[activator]
> CCc1nnc2c3ccccc3nc(Nc3ccc(C(C)=O)cc3)n12
    -10%	-15%	nt	3%	1%	-2%	27%	7%[57.1 µM]	4%[59 µM]
> CC(C)(O)CN(C(=O)c1ccc([N+](=O)[O-])cc1)C1CCCC1
    -11%	-4%	nt	-7%	nt	18%	nt	nt	nt
> CCOC(=O)N1CCC(NC(=O)c2ccc3c(c2)N(Cc2ccc(F)cc2)C(=O)c2ccccc2S3=O)CC1 (stereo not given)
    -7%	-15%	nt	-19%	-11%	-1%	23%	-9%	-46%[59 µM]
> Cc1cc(C(=O)N2CCCc3ccccc32)no1
    -16%	-3%	3%	-12%	-4%	-2%[58.9 µM]	4%	12%	32%[12.7 µM]
> CC(=O)c1ccc(N(C(=O)CNC(=O)c2ccco2)C(C(=O)NC2CCCC2)c2cccnc2)cc1 (stereo not given)
    -20%	4%	9%	-4%	-2%	106%[activator]	53%	6%	3%
> CCNC(=S)N/N=C/c1cc(C)n(-c2ccc(Cl)cc2)c1C
    -18%	50µM*	5%	-18%	-3%	170%[activator]	1%	28µM*	?
> CN(C(=O)COC(=O)c1cc2c(s1)CCCCC2)C1CCS(=O)(=O)C1 (stereo not given)
    -14%	-6%	0%	-11%	-2%	20%	1%	-5%	38%[activator]
> CCOC(=O)c1oc2ccc(S(=O)(=O)n3nc(-c4cc(OC)cc(OC)c4)cc3N)cc2c1C
    -17%	-31%	nt	-2%	-10%	49%[activator]	23%	-20%	-3%[59 µM]
> COc1ccc(N(C)S(=O)(=O)c2cccc(C(=O)Nc3nnc(C)s3)c2)cc1
    6%	-6%	-8%	-1%	nt	-2%	nt	5%	-6%[0.0925 µM]
> O=S(=O)(NCCCc1ccccc1)c1cccc2nsnc12
    -13%	-26%	2%	0%	3%	-2%	-1%	-4%	7%
> Cc1cccc(NCC(=O)N/N=C\c2ccc[nH]2)c1
    -2%	-26%	4%	0%	-2%	14%	3%	?	nt
> O=C(CSc1oc(-c2ccccc2)nc1S(=O)(=O)c1ccccc1)NCC1CCCO1 (stereo not given)
    -7%	-18%	-15%	-8%	-2%	23%	6%	-16%	-10%
> O=C(NCc1cc(C(F)(F)F)cc(C(F)(F)F)c1)C12CN(Cc3ccccc3)CC1C(c1cccc([N+](=O)[O-])c1)=NO2 (stereo not given)
    -1%	-26%	-4%	-7%	2%	-12%	-4%	17%	-48%[12.7 µM]
> CC(C)Oc1ccc(C2CC(=O)N(c3ccc(N(C)C)cc3)C2=O)cc1 (stereo not given)
    -12%	9%	-3%	-1%	1%	?	14%	2%	-1%[59 µM]
> CC(C)c1onc(C(=O)N2CCCCC2C)c1[N+](=O)[O-] (stereo not given)
    -2%	-13%	0%	-12%	2%	38%[activator]	-3%	-5%	-6%[59 µM]
> O=C(COc1ccc([N+](=O)[O-])cc1)N1CCN(c2nnc(-c3ccccc3)c3ccccc23)CC1
    1%	?	3%	-2%	-5%	-8%	-3%	-11%	17%[12.7 µM]
> O=C(Cc1ccc(Br)cc1)N1CCN(c2ccc(F)cc2)CC1
    -3%	-15%	-9%	-5%	-8%	12%	3%	-7%	-6%
> Brc1ccccc1-c1cnco1
    -11%	1%	3%	0%	-2%	-15%	19%	7%	19%
> COc1ccccc1N1CCN(C(=O)CSc2ncccc2-c2nc3ccccc3[nH]2)CC1
    -9%	-31%	1%	9%	-3%	30%[activator]	3%	-36%	45µM*

Rewritten as a markdown table: part of the list above.
| Molecule | POLH inh | JMJD2A Tudor | APEX1 inh | POLK inh | BLM inh | Pol iota inh | POLB inh | BAZ2B block | G9a inh |
| --- | --- | --- | --- | --- | --- | --- | --- | --- | --- |
| O=S(=O)(NCCCc1ccccc1)c1cccc2nsnc12 | -13% | -26% | 2% | 0% | 3% | -2% | -1% | -4% | 7% |
| Cc1cccc(NCC(=O)N/N=C\c2ccc[nH]2)c1 | -2% | -26% | 4% | 0% | -2% | 14% | 3% | ? | nt |

Later entries:
Every second line gives: POLH inh	JMJD2A Tudor	APEX1 inh	POLK inh	BLM inh	Pol iota inh	POLB inh	BAZ2B block	G9a inh
> CN(CC(=O)Nc1cccc(F)c1)C(=O)Cn1c(=O)oc2ccccc21
    -22%	-11%	20%	-16%	nt	13%	nt	4%	-11%[12.7 µM]
> COc1ccc(Cn2nnnc2C(c2ccc(N(C)C)cc2)N2CCC(C)CC2)cc1 (stereo not given)
    -29%	45µM*	-2%	-17%	-10%	-10%	22%	28µM*	-121%[59 µM]
> CC(C)c1cc(=O)oc2c3c4c(cc12)CCCN4CCC3
    -5%	41%[activator]	-5%	-7%	16%	13%	27%	37%[activator]	38%[activator][59 µM]
> Cc1ccc(C)c(N2CCN(C(=O)CCNS(=O)(=O)c3ccc4c(c3)CCN4C(=O)C3CC3)CC2)c1
    -3%	-21%	nt	-10%[60.1 µM]	-2%	-10%	-14%	-8%	-2%[59 µM]
> CCc1ccccc1NC(=S)N(CCCN1CCN(C)CC1)Cc1cccs1
    -13%	-2%	0%	3%	-2%	63%[activator]	1%	-19%	-18%[59 µM]
> CN1CCCN(C(=O)c2ccc(Br)cc2)CC1
    -20%	-10%	-9%	9%	-3%	17%	?	?	nt
> CC(NC(=O)c1cccc(C(F)(F)F)c1)C1CCCO1 (stereo not given)
    -13%	1%	0%	-10%	-1%	-2%	-20%	6%	-27%[59 µM]
> C=CCOc1ccc(/C=C/C(=O)OCC(=O)NCc2ccco2)cc1
    -11%	-17%	7%	-5%	nt	32%[activator]	nt	8%	?
> O=C(Nc1cccc(F)c1)N1CC2(CCN(C(=O)c3cnccn3)CC2)C1
    nt	nt	17%	5%[60.1 µM]	4%	nt	nt	nt	6%[12.7 µM]
> O=C(c1cccc(Cl)c1)n1nc(-c2cccnc2)nc1NCc1ccccc1
    1%	2%	nt	4%	-1%	-3%	0%	15%	1%[59 µM]
> CCCCn1c(SCC(=O)Nc2cc(C)on2)nc2ccccc2c1=O
    -18%	-5%	-5%	-2%	-3%	?	-19%	0%	-8%[59 µM]
> COc1ccc(C2(CNC(=O)c3ccc(OC)c([N+](=O)[O-])c3)CCCCC2)cc1OC
    -7%	?	-2%	-19%	-3%	8%	-25%	-36%	-10%[59 µM]
> O=C(CSc1ccc(-c2ccncc2)nn1)c1ccccc1
    -2%	-18%	1%	-13%	-3%	15%	-10%	-2%	25µM*
> Cc1ccn2c(C(=O)N/N=C/c3ccc(CNC(=O)C(=O)Nc4ccc(C)c(C)c4)o3)c(C)nc2c1
    nt	nt	1%	nt	0%	nt	17%	8%	1%
> O=C(COC(=O)c1ccc(OC(F)F)cc1)NCCCN1CCCC1=O
    1%	-6%	3%	-10%	-1%	8%	6%	-2%	-24%
> O=C(O)c1[nH]c2ccccc2c1CC(=O)N1CCOCC1
    1%	-12%	-1%	-9%	2%	15%	32%	-6%	-11%[2.33 µM]
> Cc1ccc(S(=O)(=O)NCCNc2ccccc2[N+](=O)[O-])cc1
    -11%	-33%	1%	-11%	4%	73%[activator]	4%	-29%	nt
> C[C@@H]1CN[C@@H](CCO)/C1=C\c1ccccc1
    -6%	-4%	nt	1%	nt	-16%	nt	nt	nt
> Oc1ccccc1-c1nc(/C=C/c2ccc(F)cc2)nn1-c1ccccc1
    -12%	10%	nt	-7%	-6%	-22%	1%	-1%	19%[59 µM]
> COc1ccc(S(=O)(=O)NCC(c2cccnc2)N2CCN(C)CC2)cc1OC (stereo not given)
    1%	-5%	13%	-12%	1%	119%[activator]	17%	-5%	12%
> C=CCn1c(-c2ccc(OC)c(OC)c2)cs/c1=N\c1ccccn1
    -17%	-27%[11.4 µM]	0%	-6%	2%	22%	33%	?	3.5µM*
> COc1cccc(CN2CCNC(=O)C2CC(=O)N(C)C2CCCCC2)c1 (stereo not given)
    -20%	-14%	13%	-3%	-1%	34%[activator]	?	-20%	50µM*
> Cc1cc(Cl)c(S(=O)(=O)N2CCN(c3ccc(F)cc3)CC2)cc1OCC(=O)NC1CCCCC1
    -18%	-17%	11%	-17%	-9%	13%	9%	?	-8%
> COCCCNCCCCOc1ccc(C)cc1[N+](=O)[O-]
    -6%	5.6µM*	3%	-7%	0%	145%[activator]	0%	?	11µM*
> COc1cc(CC(=O)OCC(=O)Nc2ccc3c(c2)OCCO3)cc(OC)c1OC
    4%	-5%	3%	10%[60.1 µM]	-2%	1%	10%	-4%	-6%[59 µM]
> COc1cc(OC)c2c(-c3cccc(-c4ccc(OC)c(OC)c4)c3)cc(=O)oc2c1
    -6%	-34%	-16%	-23%	nt	37%[activator]	nt	nt	nt

Screening data deposited in PubChem by National Center for Advancing Translational Sciences (NCATS).
